GalR3 antagonist = GalR3 antagonists in HEK293 cells, primary screen, cell-based, fluorescence readout | actives 0.44% (n = 360,000) | HEK293 GalR3-CNG cAMP membrane potential fluorescence; galR3 body fused to GalR1 C-terminus | AID 651719, 2012 | inhibition, % at 3 µM | Galanin receptor type 3 (Homo sapiens), O60755;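 active = inhibition above the screen-wide average plus 3 SD, cut at about 13% in these data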;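 note: forskolin and galanin both at EC90 stimulate the cells; cAMP rise reported by CNG channel membrane potential dye signal; 0% = forskolin plus galanin with DMSO and 100% = forskolin alone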
Target sequence (O60755 1-299 limits assumed): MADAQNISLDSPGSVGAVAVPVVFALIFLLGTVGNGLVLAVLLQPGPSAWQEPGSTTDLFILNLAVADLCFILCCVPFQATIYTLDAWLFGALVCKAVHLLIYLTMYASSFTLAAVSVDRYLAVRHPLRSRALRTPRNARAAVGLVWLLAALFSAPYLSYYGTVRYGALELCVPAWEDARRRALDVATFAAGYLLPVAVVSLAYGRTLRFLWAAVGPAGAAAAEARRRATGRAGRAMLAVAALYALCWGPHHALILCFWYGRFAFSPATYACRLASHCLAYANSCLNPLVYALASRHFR
NALP1 yeast inh = NALP1 inflammasome inhibitors in reconstituted yeast, colorimetric, S. cerevisiae, triplicate retest; S. cerevisiae NALP1/ASC/caspase-1 growth, X-gal OD620, 72 h; inhibition, % at 10 µM; actives 0.61% (n = 280,000); AID 2071, 2009; in the data active = inhibition mostly above about 24%, no sharp cut-off; inactive = mostly below about 32%; note: some compounds called inactive have numbers as strong as hits
V1R ag counter = agonists of human V1a receptor, primary screen, counter-screen for OXTR agonist project, fluorescence, CHO-V1R cells; actives 0.25% (n = 320,000); Vasopressin V1a receptor (Homo sapiens), P37288; AID 2797, 2010; Fluo-8 calcium fluorescence, agonist mode; 0% DMSO, 100% 3 nM vasopressin; activation, % at 3 µM;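 active = activation above the mean activation of all tested compounds plus 3 SD, per screening run, cut at about 20% in these data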;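 note: signal is peak over basal fluorescence ratio across a 100 second FLIPR read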
Target sequence (P37288 whole entry, looked up): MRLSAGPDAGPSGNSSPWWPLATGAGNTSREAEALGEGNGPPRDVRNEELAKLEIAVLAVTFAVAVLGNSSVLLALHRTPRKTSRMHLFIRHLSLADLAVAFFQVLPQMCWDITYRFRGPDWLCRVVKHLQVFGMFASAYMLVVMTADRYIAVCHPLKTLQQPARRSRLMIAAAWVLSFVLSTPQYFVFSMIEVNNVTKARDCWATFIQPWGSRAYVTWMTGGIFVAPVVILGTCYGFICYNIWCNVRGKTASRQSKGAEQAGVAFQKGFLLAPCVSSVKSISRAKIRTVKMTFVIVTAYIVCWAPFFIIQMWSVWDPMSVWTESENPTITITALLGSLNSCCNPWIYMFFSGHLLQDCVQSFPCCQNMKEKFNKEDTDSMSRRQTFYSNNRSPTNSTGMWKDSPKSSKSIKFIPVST
OXTR potentiate = human OXTR potentiators, primary screen, fluorescence, CHO-OTR cells, Fluo-8 calcium | actives 0.061% (n = 320,000) | activation, % at 3 µM | Fluo-8 calcium fluorescence, potentiator mode; 0% = oxytocin EC15, 100% = EC100;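 active = activation above that plate's cutoff, the mean activation of tested compounds plus 3 SD, cut at about 6.6% in these data, passing the limit was not always enough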;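 note: 100% uses oxytocin at 75 nM as the full agonist control; some results filed as inactive read as strong as hits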
Target sequence (P30559 whole entry, looked up): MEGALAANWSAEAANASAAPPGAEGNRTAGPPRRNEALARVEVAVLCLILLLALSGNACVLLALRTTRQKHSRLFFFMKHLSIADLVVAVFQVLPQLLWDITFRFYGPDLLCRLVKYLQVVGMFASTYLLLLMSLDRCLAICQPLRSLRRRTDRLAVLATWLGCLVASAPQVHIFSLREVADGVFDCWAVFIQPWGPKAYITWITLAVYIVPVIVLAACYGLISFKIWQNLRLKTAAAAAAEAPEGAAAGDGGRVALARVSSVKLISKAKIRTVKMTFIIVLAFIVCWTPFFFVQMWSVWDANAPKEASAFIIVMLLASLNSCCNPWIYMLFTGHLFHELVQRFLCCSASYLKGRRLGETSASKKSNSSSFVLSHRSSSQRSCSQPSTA
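Material: human OTR in CHO cells. Compound: 3.0 µM, one dose. Timing: compound 6 min at room temperature before oxytocin, 100 s read. Evaluation: % activation of max/min ratio relative to oxytocin controls. Replication: single well per compound, singlicate. Signal: Fluo-8 calcium dye fluorescence.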
GPR7 antagonist = GPR7 receptor antagonists, primary screen, cell-based, fluorescence, single concentration; Neuropeptides B/W receptor type 1 (Homo sapiens), P48145; GPR7-expressing cells, fluorescence antagonist assay; inhibition, % at 4.4 µM; actives 1.1% (n = 290,000); AID 1861, 2009; in the data active = inhibition above about 16%, passing the limit was not always enough;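 note: cells stimulated with the agonist NPW; 0% = agonist with vehicle and 100% = vehicle without agonist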
MEKK2 WT-MEK5 = modulators of MEK5 binding to wildtype MEKK2, primary screen, biochemical, multiplex bead flow cytometry, Alexa488-MEK5; actives 1.1% (n = 290,000); binding response (% of control), % at 10 µM; AID 1531, 2009; Alexa488-MEK5 binding to MEKK2 WT; actives lie on both sides; Mitogen-activated protein kinase kinase kinase 2 (Homo sapiens), Q9Y2U5; in the data active = binding response below about 67% or above about 130%
MEKK2 mut-MEK5 = MEK5 binding signal on mutant MEKK2 PB1, primary screen, biochemical, multiplex bead flow cytometry, Alexa488-MEK5. actives 0.35% (n = 290,000). AID 1530, 2009. Alexa488-MEK5 binding to MEKK2 mutant. percent response, % at 10 µM; in the data active = percent response above about 24%, passing the limit was not always enough; note: inactives centre near 1; some results filed as inactive read as strong as hits
PfM18AAP inh = PfM18AAP inhibitors, malaria aminopeptidase, primary screen, biochemical, QFRET, recombinant enzyme. inhibition, % at 7.35 µM. H-Glu-NHMec fluorogenic cleavage. actives 1.2% (n = 290,000). M18 aspartyl aminopeptidase (Plasmodium falciparum 3D7). AID 1822, 2009;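 active = inhibition above the campaign mean inhibition over all tested compounds plus 3 SD, cut at about 28% in these data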;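 note: 0% = plate median of test compound wells and 100% = 2 mM ZnCl2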
OXTR agonist = human OXTR agonists, primary screen, fluorescence, CHO-OTR cells, Fluo-8 calcium. Fluo-8 calcium fluorescence; normalized: DMSO 0%, oxytocin 100%. activation, % at 3 µM. actives 0.32% (n = 320,000). AID 2435, 2010;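 active = activation above the mean of all tested compounds plus 3 SD, cutoff set per screening run, cut at about 20% in these data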;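 note: peak over basal fluorescence ratio from a 100 s FLIPR kinetic read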
Numbers without * were called inactive; . = no result given. These rows are one share of the data; the hit share may differ from the screen's.

SMILES	GalR3 antagonist	NALP1 yeast inh	V1R ag counter	OXTR potentiate	GPR7 antagonist	MEKK2 WT-MEK5	MEKK2 mut-MEK5	PfM18AAP inh	OXTR agonist
CSCCC(N=Cc1c(O)n(-c2ccc(Cl)cc2)c(=O)[nH]c1=O)C(=O)OC(C)(C)C (stereo not given)	-3	-22	1.5	-11	-14	102	0	-1	-2.1
COc1ccc(OC)c(C(O)C(C)N)c1 (stereo not given)	.	13	0.7	0	-3	100	-3	2	1.0
C/C(CC(c1ccccc1)c1c(O)c2ccccc2oc1=O)=N\Nc1ccc([N+](=O)[O-])cc1[N+](=O)[O-] (stereo not given)	4	.	0.7	-7	-15	93	-6	36*	-1.3
O=c1[nH]c(=S)n(-c2ccc(Cl)cc2)c(O)c1C=Nc1ccc(N2CCOCC2)cc1	-3	23	8.3	-10	0	95	-5	18	6.0
COC(=O)c1nc(-c2ccc3c(n2)C(=O)C(N)=C(OC)C3=O)c(N)c(-c2ccc(OC)c(OC)c2O)c1C	-11	-15	0.2	3	0	96	4	32*	0.5
Cc1ccnc(-n2c(-c3ccccc3)nc3ccccc3c2=O)c1	-8	30	-0.4	0	-7	108	7	6	-0.7
OC(CCNCCc1c[nH]c2ccccc12)C(F)(F)Cl (stereo not given)	-4	12	-0.1	-17	4	102	-1	-2	2.6
C/C=C(\C)C(=O)N[C@@H](c1ccccc1)[C@@H](O)C(=O)O[C@H]1C[C@@]2(O)[C@@H](OC(=O)c3ccccc3)C3[C@](C)(C(=O)[C@H](OC(C)=O)C(=C1C)C2(C)C)[C@@H](O)C[C@H]1OC[C@@]31OC(C)=O (stereo not given in full)	-3	-8	1.2	3	13	105	4	8	0.0
O=C(NC1CC1)C1CSC(c2cccnc2)=N1 (stereo not given)	-4	2	0.3	-5	-11	106	6	-5	1.0
O=C(Nc1ccc(C(F)(F)F)cc1)OC1CN2CCC1CC2 (stereo not given)	-6	3	3.0	-7	2	108	12	0	3.9
Cc1cccc(N2C(=O)/C(=C/N3CCN(C(=O)c4ccco4)CC3)C(=O)NC2=S)c1	6	.	1.0	-8	-5	93	-16	-11	0.5
CCN(CC)C(=O)c1ccc(NC(=O)COc2ccc([N+](=O)[O-])cc2Cl)cc1	8	21	3.8	-8	-5	104	0	-3	2.2
CC(C)Sc1nnc(OC(=O)N(C)C)n1-c1ccccc1	0	7	4.7	-17	-20	103	-11	-1	-0.9
CCN1CCN(C(=O)Cc2c(C)n(C(=O)c3ccc(Cl)cc3)c3ccc(OC)cc23)CC1	-6	-4	1.5	-5	0	97	-1	-9	0.9
Cc1cc(C)cc(OCCOc2cccc(C=C3C(=O)NC(=O)NC3=O)c2)c1	-2	3	-0.9	-2	2	101	9	9	-1.8
Cc1ccccc1-n1c(O)c(C=Nc2ccc3c(c2)OCO3)c(=O)[nH]c1=O	-4	4	1.4	-5	-9	94	-8	23	6.4
NP(=O)(OCC(F)(F)F)Oc1ccccc1 (stereo not given)	-1	.	0.5	-11	-7	101	-2	-1	-1.0
CC(C)c1ccc(N2C(=O)CC(=O)NC2=O)cc1	-5	13	0.5	-9	-12	107	4	3	0.5
CCN(CC)c1ccc(N=Cc2c(O)n(Cc3ccco3)c(=O)[nH]c2=O)cc1	-1	11	0.0	-5	-2	92	-5	42*	-0.2
O=C(c1ccco1)c1cn(Cc2ccccc2)c2ccccc12	-8	-5	-0.6	-2	-1	98	1	2	-1.9
CCN(CC)CCNC(=O)c1c(O)c2ccccc2n(Cc2ccccc2)c1=O	-2	-6	7.8	-5	7	116	11	-4	8.3
COc1nc2ccccc2c(=O)n1-c1ccc(C)cc1	8	32	0.2	-6	-10	105	-1	-10	-2.6
O=C1NC(=O)C(CCc2ccccn2)(Cc2cccc(Cl)c2Cl)C(=O)N1c1ccc(Br)cc1 (stereo not given)	-3	36	1.7	-8	-9	89	-3	-2	-1.8
CCOC(=O)COc1ccc2c(c1)c(C(C)=O)c(C)n2Cc1ccccc1	-5	12	-0.6	-5	-8	83	-12	0	-0.7
CCCc1cc(=O)oc2cc(OCC(=O)N3CCC(C(=O)O)(c4ccccc4)CC3)ccc12	0	11	1.1	0	12	95	-1	13	0.2
CC(ON1CC1(C(F)(F)F)C(F)(F)F)(C(N)=O)C(N)=O (stereo not given)	-3	33	0.3	-8	-9	93	-3	-2	-0.3
C[C@]12CC[C@H](O)C[C@@H]1CC[C@@H]1[C@@H]2CC[C@]2(C)[C@@H](C(=O)O)C[C@@H]12	-7	.	1.0	2	.	.	.	.	0.3
CN1C(=O)C(=Cc2cccnc2)C(=O)N(C)C1=O	1	20	-0.8	-2	-7	99	-1	-7	1.1
COCc1cc(C2SCC(=O)Nc3c2c(=O)[nH]n3C(C)C)ccc1OC (stereo not given)	3	-4	-0.1	0	10	102	15	1	1.1
O=C(C1CC(c2ccccc2O)=NO1)N1CCC2(CC1)OCCO2 (stereo not given)	-5	-4	1.6	1	2	98	0	11	3.6
O=c1c2ccccc2nc(/C=C/c2ccccc2)n1-c1ccc(O)cc1	-8	-2	2.7	-16	-17	98	4	4	0.2
CC1=CC(=C2C(=O)NC(=S)NC2=O)C=C(C(F)(F)F)N1C	-3	9	1.3	-8	-7	104	5	5	-0.6
COc1cc2c(c(OC)c1OC)-c1ccc(O)c(=O)cc1[C@@H](N)CC2	-6	.	0.3	-1	.	.	.	.	0.8
C=C1C2[C@H](OC(C)=O)[C@@H]3CC(=O)[C@]4(C)OC[C@@]3(C)[C@@]4(O)[C@@H](OC(C)=O)[C@H](OC(C)=O)[C@@]2(COC(=O)c2ccccc2)[C@@H](OC(C)=O)C[C@@H]1O (stereo not given in full)	-6	-1	0.2	4	1	98	0	1	0.5
CCC(=NCc1ccco1)c1c(O)n(C2CCCCC2)c(=O)[nH]c1=O	-1	3	-0.5	-6	-6	89	-5	21	-1.7
CCOCCCNC(=O)C1c2cc(OC)c(OC)cc2C(=O)N2CCCCC12 (stereo not given)	-4	24	0.0	-2	5	106	1	-3	0.3
COc1cccc(OCC(=O)N2CCN(C)CC2)c1	0	10	-0.1	3	-5	96	-2	1	-0.2
CC(=O)c1ccc(NC(=O)N2C[C@H]3C[C@@H](C2)c2cccc(=O)n2C3)cc1	-5	3	-0.5	0	6	90	-4	-11	0.7
C=C1C(=O)O[C@H]2[C@H]1[C@H](OC(=O)CC(=O)O[C@@H]1C[C@@H](C)[C@@H]3C=CC(=O)[C@@]3(C)[C@H]3OC(=O)C(=C)[C@H]13)C[C@@H](C)[C@H]1C=CC(=O)[C@]12C	2	-10	1.6	-2	.	114	3	.	1.7
CN1CCN(C(=O)OC2c3nccnc3C(=O)N2c2ccc(Cl)cn2)CC1 (stereo not given)	.	19	0.4	-2	-15	103	-2	-7	-0.1
O=C(Cc1ccccc1)N1CCN(C2CCCC2)CC1	3	28	1.7	-10	-5	96	-2	16	-0.6
COC(=O)C1=C(c2ccc(F)cc2OCc2ccccc2)C[C@@H]2CC[C@H]1N2C(=O)NCc1ccc([N+](=O)[O-])cc1	-10	.	2.0	-8	.	.	.	.	0.4
CCC(=O)OC1(c2ccccc2)CCN(C)CC1C (stereo not given)	-4	15	0.4	-7	-6	94	-2	1	0.5
COC(=O)C1=C(c2cc3ccccc3s2)C[C@@H]2CC[C@H]1N2C(=O)NCCNC(C)=O	-4	.	-0.4	-3	.	98	-1	.	-0.3
COc1ccc(CCNCc2ccc(C)s2)cc1OC	-4	2	2.0	4	-11	95	-4	0	2.4

Exported in CSV form: part of the list above.
Molecule,GalR3 antagonist,NALP1 yeast inh,V1R ag counter,OXTR potentiate,GPR7 antagonist,MEKK2 WT-MEK5,MEKK2 mut-MEK5,PfM18AAP inh,OXTR agonist
C=C1C(=O)O[C@H]2[C@H]1[C@H](OC(=O)CC(=O)O[C@@H]1C[C@@H](C)[C@@H]3C=CC(=O)[C@@]3(C)[C@H]3OC(=O)C(=C)[C@H]13)C[C@@H](C)[C@H]1C=CC(=O)[C@]12C,2,-10,1.6,-2,.,114,3,.,1.7
CN1CCN(C(=O)OC2c3nccnc3C(=O)N2c2ccc(Cl)cn2)CC1 (stereo not given),.,19,0.4,-2,-15,103,-2,-7,-0.1
O=C(Cc1ccccc1)N1CCN(C2CCCC2)CC1,3,28,1.7,-10,-5,96,-2,16,-0.6
COC(=O)C1=C(c2ccc(F)cc2OCc2ccccc2)C[C@@H]2CC[C@H]1N2C(=O)NCc1ccc([N+](=O)[O-])cc1,-10,.,2.0,-8,.,.,.,.,0.4

Continued:
SMILES	GalR3 antagonist	NALP1 yeast inh	V1R ag counter	OXTR potentiate	GPR7 antagonist	MEKK2 WT-MEK5	MEKK2 mut-MEK5	PfM18AAP inh	OXTR agonist
CN1CCN(C(=O)COc2ccc(N(C)S(=O)(=O)c3ccc(F)cc3)cc2)CC1	0	4	0.2	-11	-7	110	-1	1	0.7
CCOC(=O)C1=C(N)Oc2cc(C)oc(=O)c2C12C(=O)N1c3c(cc(OC)cc32)C(C)=CC1(C)C (stereo not given)	-7	1	-0.1	3	5	104	5	10	1.2
Cc1cccc(-n2c(O)c(/C=N/NC(=O)c3ccncc3)c(=O)[nH]c2=O)c1	0	-15	1.1	-4	14	109	16	1	-1.1
O=C1NC(=O)N(CCC2=CCCCC2)C(=O)/C1=C\c1cccs1	-3	23	1.2	-2	6	98	-3	5	0.2
C1=NCCc2c1[nH]c1ccccc21	-3	.	-0.7	-2	.	.	.	.	1.0
CC1=CC(=O)C2=C(C)CC(O)C3C(C)C(=O)OC3C12 (stereo not given)	-3	2	1.1	-3	-11	96	-1	3	0.4
Cc1cc(OC(=O)N(C)C)nc(SCc2c(Cl)cccc2Cl)n1	-8	-4	0.0	-12	-18	99	-7	-1	-1.7
CN1C(=O)C(=Cc2ccc(N3CCOCC3)o2)C(=O)N(C)C1=S	-6	-18	5.6	-3	-2	95	0	5	5.6
CCOC(=O)C1(CCOc2ccccc2)CCN(Cc2ccc(C)s2)CC1	-9	22	3.3	-14	9	99	-2	-3	-0.3
O=c1[nH]c(=S)n(C2CC2)c(O)c1/C=N/Nc1cccc2ccccc12	-10	2	0.9	-6	2	106	-7	6	-1.2
CCCC(C)C1C(C#N)=C(N)Oc2c1c(=O)oc1ccccc21 (stereo not given)	-4	-1	1.0	-15	12	95	1	-8	-1.0
NS(=O)(=O)c1ccc(-c2ccc(C=C3C(=O)NC(=O)NC3=O)o2)cc1	-3	21	0.4	0	-4	94	-5	15	-0.1
CC(C)Cc1nnc(NC(=O)CCC(=O)N2CCN(CCOC(c3ccccc3)c3ccccc3)CC2)s1	-5	3	-0.3	-8	1	129	15	4	-2.9
O=C(CSC1c2ccccc2-c2ccccc21)N/N=C/c1ccccc1O	-7	0	2.8	-10	11	96	3	14	5.5
C=CC12CN(C)[C@@H]3C4CO[C@H](C[C@H]41)[C@]1(C(=O)Nc4ccccc41)[C@@H]32 (stereo not given in full)	-7	.	1.4	-5	.	93	0	.	0.1
